# UCHL1 inh – inhibitors of human UCHL1 deubiquitinase. purified UCHL1, Ub-rhodamine cleavage fluorescence. inhibition, % at 20 µM. hit rate 0.2% among 47,000. AID 1645859
# Target sequence (P09936 whole entry, looked up): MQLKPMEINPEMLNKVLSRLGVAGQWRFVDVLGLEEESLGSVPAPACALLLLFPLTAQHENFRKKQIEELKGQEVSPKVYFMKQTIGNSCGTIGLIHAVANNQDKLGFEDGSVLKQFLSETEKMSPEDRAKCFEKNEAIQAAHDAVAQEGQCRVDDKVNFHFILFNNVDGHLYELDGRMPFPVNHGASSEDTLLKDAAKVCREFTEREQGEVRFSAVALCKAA
# USP17 inh – inhibitors of human USP17 deubiquitinase; purified USP17, Ub-rhodamine cleavage fluorescence, 3 h; inhibition, % at 50 µM; hit rate 6.5% among 47,000; A8MUK1; AID 1645855
# USP10 block – inhibitors of human USP10 deubiquitinase; purified USP10, Ub-rhodamine fluorescence, 60 min; inhibition, % at 20 µM; hit rate 1.1% among 47,000; AID 1645856
# Target sequence (Q14694 whole entry, looked up): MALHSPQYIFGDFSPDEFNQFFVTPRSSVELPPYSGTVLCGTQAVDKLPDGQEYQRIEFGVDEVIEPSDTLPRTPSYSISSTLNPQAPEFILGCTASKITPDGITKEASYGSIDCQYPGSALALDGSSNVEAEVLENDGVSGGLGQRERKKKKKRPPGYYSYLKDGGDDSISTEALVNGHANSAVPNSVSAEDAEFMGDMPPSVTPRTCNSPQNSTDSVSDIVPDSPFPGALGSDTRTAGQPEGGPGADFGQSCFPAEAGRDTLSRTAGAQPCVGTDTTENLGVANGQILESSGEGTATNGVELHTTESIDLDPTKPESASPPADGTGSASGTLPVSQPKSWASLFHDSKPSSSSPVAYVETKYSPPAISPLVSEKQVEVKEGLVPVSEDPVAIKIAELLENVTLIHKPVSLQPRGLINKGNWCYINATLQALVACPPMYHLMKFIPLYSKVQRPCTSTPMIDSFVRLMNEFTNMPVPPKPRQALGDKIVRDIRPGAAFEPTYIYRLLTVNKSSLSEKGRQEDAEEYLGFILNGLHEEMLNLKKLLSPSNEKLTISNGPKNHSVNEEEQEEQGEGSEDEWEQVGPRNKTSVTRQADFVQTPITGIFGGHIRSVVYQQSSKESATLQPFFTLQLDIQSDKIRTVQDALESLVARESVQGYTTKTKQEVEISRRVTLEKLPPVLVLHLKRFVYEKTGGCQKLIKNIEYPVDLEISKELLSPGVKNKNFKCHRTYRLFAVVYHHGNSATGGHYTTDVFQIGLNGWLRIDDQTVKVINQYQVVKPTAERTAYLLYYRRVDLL
# OTUD3 block – inhibitors of human OTUD3 deubiquitinase; Q5T2D3; purified OTUD3, Ub-rhodamine fluorescence, 2 h; inhibition, % at 25 µM; hit rate 0.7% among 47,000
# USP28 block – human USP28 deubiquitinase inhibition; hit rate 3% among 47,000; AID 1645857; Q96RU2; purified USP28, Ub-rhodamine cleavage fluorescence, 30 min; inhibition, % at 25 µM
# USP30 inh – human USP30 deubiquitinase inhibition. purified USP30, Ub-rhodamine cleavage fluorescence. inhibition, % at 25 µM. hit rate 5.3% among 47,000
# USP8 inh – inhibitors of human USP8 deubiquitinase | purified USP8, Ub-rhodamine cleavage fluorescence, 30 min | inhibition, % at 20 µM | hit rate 4.2% among 47,000 | AID 1645853
# USP7 inh – human USP7 deubiquitinase inhibition; AID 1645854; purified USP7, Ub-rhodamine cleavage fluorescence; Q93009; inhibition, % at 20 µM; hit rate 0.3% among 47,000
# An asterisk follows results filed as active; i = inactive; . = not tested or not shown. Cut-off read from the data, not from the text of the source: active = inhibition above about 30%; inactive = the rest. This is a random part of the collection; overall some 13% were active at least once.
UCHL1 inh,USP17 inh,USP10 block,OTUD3 block,USP28 block,USP30 inh,USP8 inh,USP7 inh,mol
0,-4,0,2,0,0,3,-1,CCOc1ccccc1NC(=O)N1CCN(Cc2nnnn2-c2cccc(F)c2)CC1
0,3,0,3,-2,-209,1,2,Cc1cccc(N2C(=O)CN(S(C)(=O)=O)CC2(C)C(=O)NC2CCCC2)c1C (centres undefined)
1,32*,-1,16,2,19,0,2,Fc1ccc(-c2nsc3c(N4CCCC4)ncnc23)cc1
1,-20,2,-13,-23,-17,-6,2,CCN1CCCC1CNS(=O)(=O)c1ccccc1-c1nc(-c2ccc(C)cc2)no1 (centres undefined)
2,8,1,6,4,18,4,7,C=C1C(=O)O[C@H]2[C@H]1CC/C(C)=C/CC[C@@]1(C)O[C@@H]21
7,60*,69*,0,.,.,54*,29,CCOc1ccccc1NC(=O)Cn1c(=O)n(CCC(=O)NCc2ccc3c(c2)OCO3)c(=O)c2sccc21
3,21,2,3,22,24,10,10,COc1ccc(/C=C/C(=O)N2CCCc3ccccc32)cc1OC
-1,-10,-4,1,6,-1,-8,-5,Clc1ccc(CN2CC3(CCN(Cc4ccccc4)C3)C2)cc1
-1,12,-1,7,12,6,19,3,CC(C)(C)C(=O)N1CCC(c2cncc(-c3ccc(C(=O)O)cc3)n2)CC1
0,0,4,0,5,-5,1,0,COc1ccccc1C(=O)Nc1nc2n(n1)C(c1ccccc1)CC(=O)N2 (centres undefined)
1,4,1,12,8,9,0,0,Cn1ccc2c(cc(C(=O)NCc3cccc(Cl)c3)n2C)c1=O
-105,-178,-1,-205,-206,i,-210,-122,COCCC(=O)N[C@H]1C[C@H]2CN(Cc3ccccc3)c3ccccc3CN2C1
-3,-5,0,0,-3,-3,-10,-1,Cc1oc(-c2[nH]ncc2C(=O)N(C)C)cc1S(=O)(=O)NCc1ccc(Cl)cc1
-1,0,0,-12,-17,-60,-1,2,Cn1c(=O)n(C2CCN(CCc3ccccc3)CC2)c2ncncc21
1,15,15,9,19,39*,14,-108,O=C(C1CCCC1)N1CCC(c2nc3c(nnn3Cc3ccccc3Cl)c(=O)[nH]2)CC1
9,8,8,17,11,13,25,11,Cc1cc(C)c(Cn2nc(C(C)(C)C)cc2C(=O)Nc2ccc3c(c2)OCO3)c(C)c1
1,-4,-3,-1,-7,-1,6,1,COCCN(C)C(=O)c1cc(-c2cnc(Nc3ccccc3)nc2)cn1C
3,52*,8,2,10,11,25,7,Cc1nc(-c2ccc(C(=O)NCc3ccc(F)cc3)cc2)cs1
-2,3,-7,-11,72*,-16,-6,0,COc1ccc(NC(=O)c2nnn(-c3ccccc3C)c2C)cc1OC
7,40*,15,19,16,31*,10,14,C=C(CCC=C(C)C)[C@H]1CC[C@]2(C)[C@@H]1CC[C@@H]1[C@@]3(C)CCC(=O)C(C)(C)[C@@H]3CC[C@]12C
-1,-18,0,-17,86*,-26,-14,-1,COc1ccc(CCNC(=O)c2cc3ccccc3s2)cc1OC
-9,-46,-5,-33,-44,-130,-19,-2,Cc1cccc2nnc(N3CCCC(C(=O)NCc4cccc(F)c4)C3)n12 (centres undefined)
-2,-6,1,-2,-10,0,-1,-1,O=C(NCc1cccnc1)c1cccc(C2CCCN(C(=O)Nc3ccccc3)C2)c1 (centres undefined)
-1,-5,5,-8,15,-5,-3,-3,O=C1CC(C(=O)Nc2cccc(Cl)c2)c2ccc(F)cc2N1 (centres undefined)
-5,-4,-1,-6,-5,3,-7,-8,COc1ccc(NC(=O)CC2(c3ccc(C)cc3)CCOC(C)(C)C2)cc1 (centres undefined)
-1,52*,-6,-7,-9,-12,1,0,Cc1nnc(Sc2cc(C(=O)NCCN3CCCC3)c3ccccc3n2)s1
1,0,0,0,-2,10,10,3,Cc1cc(C)n(Cc2c(C(=O)NCC3CCCO3)noc2C)n1 (centres undefined)
-89,-158,-9,-212,-230,i,-122,-94,CC1CCCN1C(=O)c1ccn(-c2ccc3ccc(-c4cnn(C)c4)cn23)n1 (centres undefined)
2,20,-5,9,0,39*,6,-4,Cc1nnc(-c2coc(S(=O)(=O)N3CCN(c4ccccc4F)CC3)c2)o1
3,4,10,12,22,32*,-11,9,COc1ccc(C)cc1-n1nnnc1SCC(=O)c1cc(C)ccc1C

# An excerpt from above in order of count of non-hydrogen atoms, low to high:
UCHL1 inh,USP17 inh,USP10 block,OTUD3 block,USP28 block,USP30 inh,USP8 inh,USP7 inh,mol
2,8,1,6,4,18,4,7,C=C1C(=O)O[C@H]2[C@H]1CC/C(C)=C/CC[C@@]1(C)O[C@@H]21
1,32*,-1,16,2,19,0,2,Fc1ccc(-c2nsc3c(N4CCCC4)ncnc23)cc1
-1,-5,5,-8,15,-5,-3,-3,O=C1CC(C(=O)Nc2cccc(Cl)c2)c2ccc(F)cc2N1 (centres undefined)
-1,-10,-4,1,6,-1,-8,-5,Clc1ccc(CN2CC3(CCN(Cc4ccccc4)C3)C2)cc1
-1,-18,0,-17,86*,-26,-14,-1,COc1ccc(CCNC(=O)c2cc3ccccc3s2)cc1OC
-1,0,0,-12,-17,-60,-1,2,Cn1c(=O)n(C2CCN(CCc3ccccc3)CC2)c2ncncc21
-2,3,-7,-11,72*,-16,-6,0,COc1ccc(NC(=O)c2nnn(-c3ccccc3C)c2C)cc1OC
0,0,4,0,5,-5,1,0,COc1ccccc1C(=O)Nc1nc2n(n1)C(c1ccccc1)CC(=O)N2 (centres undefined)
-89,-158,-9,-212,-230,i,-122,-94,CC1CCCN1C(=O)c1ccn(-c2ccc3ccc(-c4cnn(C)c4)cn23)n1 (centres undefined)
-2,-6,1,-2,-10,0,-1,-1,O=C(NCc1cccnc1)c1cccc(C2CCCN(C(=O)Nc3ccccc3)C2)c1 (centres undefined)
7,60*,69*,0,.,.,54*,29,CCOc1ccccc1NC(=O)Cn1c(=O)n(CCC(=O)NCc2ccc3c(c2)OCO3)c(=O)c2sccc21

# Back to the main list, starting 2 compounds before the break.
UCHL1 inh,USP17 inh,USP10 block,OTUD3 block,USP28 block,USP30 inh,USP8 inh,USP7 inh,mol
2,20,-5,9,0,39*,6,-4,Cc1nnc(-c2coc(S(=O)(=O)N3CCN(c4ccccc4F)CC3)c2)o1
3,4,10,12,22,32*,-11,9,COc1ccc(C)cc1-n1nnnc1SCC(=O)c1cc(C)ccc1C
-1,-6,1,-5,0,-2,-11,-5,CCc1nnc(NC(=O)C2CCN(C(=O)c3cccc(F)c3)CC2)s1
-3,-6,-1,-5,-5,-8,3,-2,COc1ccc(NC(=O)COCC(=O)Nc2ccc(C#N)cc2)c(OC)c1
-7,0,-10,-17,-6,-56,14,-4,CNC1CCc2cc(OC)c(OC)c(OC)c2-c2ccc(NCc3ccccc3OC)c(=O)cc21 (centres undefined)
-31,-128,-3,-77,-81,-426,-99,-33,Cc1cccc(CNC(=O)C2CCN(c3cnc4nccnc4c3)CC2)c1
-6,-60,-7,-82,-96,-302,36*,-3,CCOc1cccc(-c2cc(C(=O)Nc3ccc4c(c3)OCO4)c3ccccc3n2)c1
-1,-10,-4,0,.,.,-17,0,CN1C(=O)CC[C@]2(C(=O)NCc3ccccn3)CCCC[C@@H]12
2,-8,-1,2,.,.,-1,34*,COc1ccc2c(CCN=C(NC(C)=O)Nc3nc(C)cc(C)n3)c[nH]c2c1
1,1,0,7,6,21,-11,2,O=C(C1CCC1)N1CC[C@@H]2CN(CCc3ccccc3)S(=O)(=O)[C@@H]2CC1
1,2,0,5,0,7,8,2,CC1(C)OC(=O)[C@@]2(C)N[C@]1(C)C[C@@H]2C(=O)Nc1cccc(CO)c1
-18,-197,-2,-195,-261,i,-18,-47,N#Cc1ccc(NC(=O)COC(=O)c2ccc3ccccc3n2)cc1
2,57*,2,-8,28,27,84*,1,COc1cccc(C(=O)NCc2[nH]nc3ccccc23)c1
-3,34*,2,-13,-2,-80,0,1,CCn1c(=O)n(CC(=O)c2ccc(F)cc2)c2c(C(N)=O)nc(-c3ccc(C)o3)nc21
0,-9,0,-5,-11,-15,-94,-3,COc1ccc(C2=NC3(CCN(Cc4ccccc4F)CC3)NC2=O)cc1
-2,-12,-2,3,-4,-27,-14,-64,Cc1ccc(C)c(NC(=O)Cn2cccc(S(=O)(=O)N3CCC(C)CC3)c2=O)c1
2,-4,3,-2,7,0,2,1,Cc1csc(-c2cc(S(=O)(=O)Nc3ccc(F)cc3)c(C)n2C)n1
-6,0,1,-3,-6,3,-11,-3,Cc1ccc(N(Cc2nc3nc(C)cc(=O)n3[nH]2)C(=O)CCc2ccccc2)cc1
-1,6,-1,2,-3,0,1,-7,CC1CN(C(=O)c2cccc(Cl)c2)Cc2ccccc2N1C (centres undefined)
0,15,1,21,16,28,17,3,Cc1cccc(-c2noc(-c3cc(-c4ccccc4)nc4ccccc34)n2)c1
-25,-124,-7,-104,-123,-471,-13,-27,Cc1cc(N(C)C)n2nc(CN3CCN(c4ccccc4)CC3)nc2n1
3,9,0,3,1,28,7,3,CC(=O)NC(Cc1ccc(C(C)C)cc1)C(=O)NC1CCN(c2nc(C)cc(C)n2)CC1 (centres undefined)
-5,-7,-7,-4,-15,-20,1,-3,O=C(Cn1c(=O)n(C2CC2)c(=O)c2nscc21)Nc1ccccc1
-2,-15,-4,-12,-12,-16,-29,-5,O=C(NC1CCCN(c2cc(N3CCCC3)ncn2)C1)c1ccccc1 (centres undefined)
-12,-43,-6,-33,-52,-217,-27,-17,CC(C)(C)c1cnc(CN2CCCC2Cn2cncn2)o1 (centres undefined)
-2,-14,1,-4,-8,-12,-1,0,C1=CCC(CN2CCN(Cc3ccc4c(c3)OCO4)CC2)CC1 (centres undefined)
-5,-68,-5,-3,-41,-26,-20,-1,COC(=O)c1cccc2nc3c(C(C)O)cccc3nc12 (centres undefined)
0,-7,-4,-1,-5,5,-55,1,O=C(NCCN1CCOCC1)c1ccc(-n2cccn2)c(C#Cc2cccnc2)c1
0,1,-1,0,-3,-4,-19,4,CN1CCN(c2ccc(CNS(=O)(=O)c3cccc(F)c3)cc2)CC1
0,7,1,3,4,2,7,-1,COc1ccc(NC(=O)c2cnc(N3CCOCC3)nc2C)cc1
4,8,0,-4,0,1,0,1,COc1ccc(S(=O)(=O)Nc2cccc(-c3cn4cccnc4n3)c2)cc1OC
-1,0,-2,3,4,14,7,3,O=C(Nc1ccc(CN2CCOCC2)cc1)C1CCCN(c2ncccn2)C1 (centres undefined)

# Next part:
UCHL1 inh,USP17 inh,USP10 block,OTUD3 block,USP28 block,USP30 inh,USP8 inh,USP7 inh,mol
0,3,8,0,-2,6,-5,1,O=C(c1cc(-c2ccc(Cl)cc2)n[nH]1)N1CCN(c2ccc(F)cc2)CC1
1,42*,4,-4,-6,-7,6,2,Cc1ccc(CNC(=O)Cn2c(=O)cc(-c3nc(C)no3)c3ccccc32)cc1
0,6,0,-5,97*,39*,2,-81,CCn1c(=N)n(CCOc2ccc(F)cc2)c2ccccc21
-3,-39,-5,-12,-21,-77,-80,-2,O=C(Nc1ccnn1Cc1ccco1)c1cccnc1SC(F)F
-2,15,-5,0,13,-19,12,-7,CCSc1ncc(/C=C(\C#N)c2ccc(Cl)c(Cl)c2)n1C
-1,9,-1,6,2,0,8,4,C[C@@H]1C(=O)N2CCN(S(=O)(=O)c3cccc(C(F)(F)F)c3)C[C@H]2C(=O)N1C
3,-5,0,-1,-1,5,10,0,COc1ccc(OC)c(NC(=O)CCN2CCN(c3ccccc3F)CC2)c1
-7,46*,-2,-14,-7,-90,-1,-6,CCC(C(=O)Nc1ccc(-c2cn3cccnc3n2)cc1)c1ccccc1 (centres undefined)
0,-8,4,-6,-3,-100,-8,0,COC(=O)c1ccc(NC(=O)CC(NC(=O)C(F)(F)F)c2cccs2)cc1 (centres undefined)
2,10,3,9,2,14,12,-10,Cc1cc(=O)n(CC(=O)Nc2ccccc2)c(N2CCCCC2)n1
2,4,14,-5,2,-5,21,6,CC1Oc2ccc(NC(=O)c3cc(-c4ccc(Cl)cc4)on3)cc2NC1=O (centres undefined)
-1,24,-6,-3,7,-8,-9,-7,COc1ccccc1C(=O)Nc1noc2ccccc12
2,-19,7,-6,.,.,7,4,Nc1cc(-c2ccccc2)nn1-c1nc(-c2cccc(O)c2)cs1
-3,-10,-1,-4,-14,-5,-5,-5,CC(C)(C)C(=O)CSc1nnc(-c2cnccn2)s1
0,0,-2,8,12,8,17,2,CN(CCNS(=O)(=O)c1cccc2cccnc12)Cc1ccccc1
-2,8,2,1,-5,-8,10,0,FC(F)(F)c1nc2ccccc2nc1Sc1ccccc1Cl
0,.,2,-4,-6,-14,-8,0,Cc1ccn(-c2ccc(N3CCN(C(=O)c4cccc5ccccc45)CC3)nn2)n1
-1,.,0,2,-5,3,9,1,CN1C(=O)OC[C@@H]2CCN(C(=O)Nc3ccccc3F)C[C@H]21
-1,-18,-5,-7,-13,-59,-3,-1,COc1cc2c(cc1OC)-c1cc(OCCN3CCCCC3)nc(=O)n1CC2
3,1,1,1,2,-11,6,-2,Cc1[nH]c2ccccc2c1CCNC(=O)/C(=C/c1ccccc1)NC(=O)c1ccccc1
4,24,5,9,9,3,-10,9,O=C(NCc1cn(-c2ccccc2)nc1-c1ccccc1)c1cccc(F)c1
8,-55,5,-52,-58,-295,-11,7,CN(C)c1ccc(C2N(C)c3ccccc3-c3nc4ccccc4n32)cc1 (centres undefined)
-1,26,-1,-3,.,.,-2,-5,CCc1nc2sc3c(SCC(=O)NC(C)CCc4ccccc4)ncnc3c2c2c1COC(C)(C)C2 (centres undefined)
